# Bioassay records as filed in PubChem.
# sPLA2-III inh: Blocks human group III sPLA2 activity; Q9NZ20; 0.56% of 370,000 active; inhibition, % at 12.2 µM; QFRET BODIPY PC-A2 liposome hydrolysis, fluorescence; AID 743126;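 active means inhibition above mean plus 3 SD of compounds lying within the high and low control bounds, cut at about 19% in these data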;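 further: 0% = median of test compound wells and 100% = no enzyme DMSO wells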
# Target sequence (Q9NZ20 whole entry, looked up): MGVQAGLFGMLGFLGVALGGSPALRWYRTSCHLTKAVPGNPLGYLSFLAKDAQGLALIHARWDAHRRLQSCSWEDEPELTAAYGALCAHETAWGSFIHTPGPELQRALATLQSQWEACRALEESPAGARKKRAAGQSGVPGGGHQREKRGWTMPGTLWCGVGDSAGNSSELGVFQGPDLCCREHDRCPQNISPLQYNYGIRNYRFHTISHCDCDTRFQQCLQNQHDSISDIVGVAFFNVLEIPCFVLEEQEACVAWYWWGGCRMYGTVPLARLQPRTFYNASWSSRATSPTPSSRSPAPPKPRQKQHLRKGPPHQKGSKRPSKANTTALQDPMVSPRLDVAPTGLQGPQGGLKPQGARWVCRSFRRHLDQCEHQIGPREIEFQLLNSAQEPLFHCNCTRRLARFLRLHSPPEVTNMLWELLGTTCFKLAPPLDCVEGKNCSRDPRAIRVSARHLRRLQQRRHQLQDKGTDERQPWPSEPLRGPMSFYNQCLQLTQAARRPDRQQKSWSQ
# PLC-beta3 inh: inhibitors of human phospholipase C beta3 | Q01970 | Purified PLC-beta3, fluorogenic substrate, fluorescence | inhibition, % at 12.2 µM | 0.18% of 370,000 active | AID 720704; in the data active means inhibition above about 11%;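 further: 0% = median of compound wells on plate and 100% = full blocker control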
# hgDAF-12 ag: activates the H. glycines DAF-12 receptor ligand-binding domain; activation, % at 6.8 µM; AID 687014; 1.8% of 370,000 active; HEK293 GAL4-hgDAF12 UAS-luciferase reporter, agonist luminescence; normalized to butyrate control;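 active means activation above a cutoff set at the mean of all screened compounds plus 3 SD, cut at about 10% in these data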;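 further: 0% = DMSO wells and 100% = sodium butyrate wells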
# FXN GAA850 act: increases GAA850 frataxin promoter reporter activity; HEK293 lucGAA850 FXN promoter luciferase reporter, 24 h; percent of 10 µM SAHA response; activation, % at 6 µM; 0.56% of 360,000 active; AID 540364;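 active means activation above the average of all compounds screened plus 3 SD, cutoff fixed separately per campaign, cut at about 7.5% in these data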;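 further: 0% = DMSO wells and 100% = 10 µM SAHA wells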
# ADAM17 inh: ADAM17 inhibition, QFRET primary screen | recombinant ADAM17, EDANS/DABCYL FRET peptide cleavage | inhibition, % at 6.95 µM | 0.83% of 370,000 active;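 active means inhibition above the mean of compounds lying between control limits plus 3 SD, set per campaign, cut at about 8.5% in these data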;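 further: 0% = DMSO-only wells as the low control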
# DAX1 inh-1: inhibitors of human orphan nuclear receptor DAX1 (NR0B1); P51843; HEK293 Gal4-DAX1 luciferase reporter, luminescence; inhibition, % at 6.75 µM; 0.99% of 340,000 active; AID 504766;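 active means inhibition above the mean over all tested compounds plus 3 SD, cut at about 4.2% in these data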;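 further: 0% = DAX1-transfected cells with DMSO and 100% = empty-vector control cells with DMSO; inhibition shows as a rise in luminescence from relieved DAX1 repression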
# hcDAF-12 act: activators of H. contortus DAF-12 nuclear receptor. HEK293 hcDAF-12 lit1-tk-luc reporter, luminescence; 0% DMSO, 100% Δ7-dafachronic acid. activation, % at 6.8 µM. 1.4% of 370,000 active. AID 652067;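 active means activation above the mean of all tested compounds plus 3 SD, cut at about 5.5% in these data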;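 further: 100% = response to 3 µM Δ7-dafachronic acid high control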
# DAX1 inh-2: inhibitors of DAX1 repression of SF-1 activated StAR promoter. HEK293T StAR-luciferase reporter, SF-1/DAX-1 repression relief. inhibition, % at 6.8 µM. 1.1% of 370,000 active. AID 652010;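 active means inhibition above the mean over all tested compounds plus 3 SD, cut at about 3.6% in these data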;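 further: 0% = DAX-1 cells with DMSO and 100% = cells lacking DAX-1 with DMSO; higher inhibition means more luminescence from relief of DAX-1 repression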
# PLCg1 inh: PLC-gamma1 (human) inhibition, primary screen. purified PLC-gamma1, fluorogenic substrate, fluorescence. inhibition, % at 12.2 µM. 0.84% of 370,000 active; in the data active means inhibition above about 9.5%
# ADAM10 inh: inhibits human ADAM10; recombinant ADAM10, EDANS/DABCYL FRET peptide cleavage, 3 h; inhibition, % at 7 µM; 0.62% of 370,000 active; AID 720582;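 active means inhibition above a per-campaign cutoff equal to the mean of compounds falling between control-based bounds plus 3 SD, cut at about 20% in these data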;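 further: 0% = DMSO wells while the 100% control is not disclosed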
# Target sequence (O14672 214-748 limits assumed): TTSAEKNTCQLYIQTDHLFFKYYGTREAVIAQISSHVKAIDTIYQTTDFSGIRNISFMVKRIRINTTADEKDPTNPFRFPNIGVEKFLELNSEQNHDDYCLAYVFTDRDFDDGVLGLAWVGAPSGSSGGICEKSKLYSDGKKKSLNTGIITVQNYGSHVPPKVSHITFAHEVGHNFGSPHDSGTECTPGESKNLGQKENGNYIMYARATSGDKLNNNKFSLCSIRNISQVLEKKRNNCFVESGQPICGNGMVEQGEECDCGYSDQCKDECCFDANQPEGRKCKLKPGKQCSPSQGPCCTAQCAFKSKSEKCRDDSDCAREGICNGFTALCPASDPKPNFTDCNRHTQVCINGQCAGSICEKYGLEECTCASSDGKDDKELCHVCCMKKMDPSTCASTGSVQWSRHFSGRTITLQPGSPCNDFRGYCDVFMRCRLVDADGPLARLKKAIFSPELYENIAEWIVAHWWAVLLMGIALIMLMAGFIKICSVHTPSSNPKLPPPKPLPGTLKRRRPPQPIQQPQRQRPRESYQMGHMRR
# ssDAF12 agonist: S. stercoralis DAF-12 activation, primary screen. AID 652126. 1% of 370,000 active. HEK293 ssDAF-12/GRIP1 lit1-tk-luc reporter, luminescence; % of 3 µM dafachronic acid response. activation, % at 6.8 µM;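 active means activation above the mean over all tested compounds plus 3 SD, cut at about 0.9% in these data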;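 further: 0% = DMSO-only wells and 100% = 3 µM delta7-dafachronic acid wells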
# * hit, by the source's call; i = inactive; / = no result given.
SMILES,sPLA2-III inh,PLC-beta3 inh,hgDAF-12 ag,FXN GAA850 act,ADAM17 inh,DAX1 inh-1,hcDAF-12 act,DAX1 inh-2,PLCg1 inh,ADAM10 inh,ssDAF12 agonist
Cc1ccc(OCc2ccccc2Br)c([N+](=O)[O-])n1,6,-2,0.5,2.9,3,0.5,-1.3,-0.2,2,-9,-1.1
CCc1ccccc1N(C(=O)c1ccco1)C(C(=O)NC1CCCC1)c1cccnc1 (configuration not stated),8,-8,1.2,-0.6,-6,-1.6,0.2,0.0,-1,-4,-1.2
C[C@@H]1CN([C@H](C)CO)C(=O)CCCn2nncc2CO[C@H]1CN(C)S(=O)(=O)c1cccc(C#N)c1,12,-3,4.5,0.4,-2,1.7,-0.4,-0.8,-1,-23,-1.0
COc1ccc(C(=S)N2CCOCC2)cc1OC(=O)c1cc([N+](=O)[O-])c(C)c([N+](=O)[O-])c1,0,-4,2.7,0.4,-3,0.5,1.6,-0.1,-2,-4,-0.4
CCOC(=O)c1c(C)[nH]c(C(=O)COC(=O)CNC(=O)c2ccc(Cl)cc2)c1C,7,0,-1.2,-0.3,2,1.7,-1.3,-0.5,-2,-3,-1.9
CCOC(=O)N1CCN(Cc2nc3cc(NC(=O)c4cccs4)ccc3n2C)CC1,5,-5,-2.0,1.9,-7,-0.9,-1.3,-2.0,0,-10,-1.7
Cc1cc(N2CCN(CC(C)(C)O)C[C@H]2C)ccc1N1CCN(Cc2ccccc2)[C@H](C)C1,11,-11,0.6,/,-9,/,-2.8,-1.6,-6,-18,-0.3
O=C(CSc1ccc(Cl)cc1)N1N=CCC1c1ccccc1 (configuration not stated),-9,-3,-0.8,0.1,1,1.2,-2.5,-0.4,1,1,-0.6
COc1cccc(S(=O)(=O)N(C)C[C@@H]2OCc3cnnn3CCCC(=O)N([C@H](C)CO)C[C@H]2C)c1,5,2,0.9,1.4,-1,0.1,-0.5,0.3,-1,-2,-0.9
COCCCn1c(SCC(=O)Nc2cccc(C(=O)OC)c2)nnc1-c1ccncc1,4,2,-1.3,-0.4,0,-0.3,-0.5,-0.1,0,2,-0.7
CCCS(=O)(=O)NC(=O)C1(C)CCN(C(=O)c2ccnc(Cl)c2)C1 (configuration not stated),1,4,-1.1,0.8,-2,/,-0.1,0.3,-1,-7,-0.9
CCOc1ccccc1NC(=O)C(=O)CC(=O)c1cccc(OC)c1,-4,-10,0.1,-0.5,-4,1.4,-1.4,-0.2,-5,10,-1.1
COc1ccccc1Sc1nc(-c2ccccc2)ncc1OC,-7,2,-1.6,-2.5,3,-1.0,-0.9,-0.9,0,8,-1.6
COc1cc(CN2CCN(C(=O)c3cccc4ccccc34)CC2)cc(OC)c1OC,-10,0,-1.4,1.6,-1,3.5,-1.6,-0.2,0,0,0.1
Cc1cc(C)c(S(=O)(=O)NCc2ccc3c(c2)OCO3)c(C)c1,-7,-3,-1.0,0.8,2,-0.2,-1.4,-0.7,-1,12,-1.1
C=CCNC(=O)c1csc(-c2ccccc2)n1,6,1,1.7,-0.1,-4,2.1,1.1,0.8,1,-1,-0.6
Cc1ccc(NC(=O)c2ccc(OC(=O)C(C)Oc3ccc(Cl)cc3C)cc2)cc1 (configuration not stated),0,9,5.0,2.8,0,0.2,3.1,1.4,1,5,-0.9
Cc1ccc(Cl)cc1N1CCN(S(=O)(=O)c2cccc(S(=O)(=O)N3CCCC3)c2)CC1,-4,-3,-0.8,0.8,3,-0.2,-1.8,0.3,-3,10,-1.0
O=S(=O)(c1ccccc1)n1cc(-c2ccccn2)c(N2CCOCC2)n1,-1,9,-2.2,4.5,4,-0.2,-0.7,0.2,4,7,-1.0
O=c1n(Cc2ccccc2F)c2ccccc2n1Cc1ccccc1F,-11,-2,-1.8,4.1,0,-1.3,-2.1,-0.9,-1,-6,-1.7
CC(=O)c1ccc(-c2cc([C@H]3[C@H]4C=CC[C@@H](C)[C@@H]4C(=O)N3Cc3ccccc3)ccc2F)cc1,3,-2,2.5,-1.1,0,-0.2,-1.8,-0.6,0,14,-0.7
CCSC1=C(C#N)C(=O)n2c1cc1c2CCCC1,-5,-13,2.1,-1.9,-4,-0.4,2.5,0.2,-11,-4,-0.3
COc1ccc(CCN2C(=O)CC(C(C)c3ccccc3)C2=O)cc1OC (configuration not stated),1,2,1.7,1.3,3,-0.9,-3.5,0.0,-1,4,-1.1
COc1cccc(C(=O)Oc2cc(C)[nH]c(=O)c2[N+](=O)[O-])c1,15,-2,-1.1,1.4,1,-0.6,-1.1,-0.6,0,5,-1.4
CNC(=O)c1[nH]cnc1C(=O)Nc1cccc(Cl)c1,-2,6,2.9,2.8,3,0.1,1.4,-0.1,3,9,-0.9
COCC1CCCN(Cc2cn(-c3ccccc3)nc2-c2ccc3c(c2)OCO3)C1 (configuration not stated),-3,-9,4.0,0.5,-8,0.5,-0.6,0.5,0,-7,-0.8
CN(CCc1ccccc1)C(=O)c1cccc(NC(=O)Cc2cccc([N+](=O)[O-])c2)c1,-31,-1,-3.0,-1.4,-4,0.3,-2.2,-0.4,-3,1,-1.4
CCCCN1C(=O)C(=O)N(CC(=O)N2CCc3ccccc32)C1=O,15,-7,-1.1,-2.1,-3,1.1,0.9,0.1,4,-18,-0.4
COCCNC(=O)/C(C#N)=C1\N=C(N)c2ccccc21,13,-39,-1.9,0.2,-1,-0.1,-4.3,-0.3,-3,-8,-1.5
O=C(NNC(=O)C1CC1c1ccccc1)Nc1ccccc1 (configuration not stated),-1,1,-0.3,0.9,-1,-0.2,-0.4,-0.5,-1,0,-1.4
Cc1ccc(S(=O)(=O)c2cc3c(=O)n4ccccc4nc3n(C)c2=N)cc1C,4,-24,-3.5,1.9,-39,0.0,-1.0,0.3,-14,-117,-1.4
CCN1C(=O)C(Cc2nc3ccccc3c(=O)n2C)c2ccccc21 (configuration not stated),-17,2,0.6,-4.4,-1,0.8,2.2,-0.1,1,7,0.3
COc1ccc(NC(=O)CN(C)C(=O)c2cc(-c3ccncc3)nc3ccccc23)cc1,-4,-6,-0.9,1.6,-4,-0.7,-1.3,-1.9,-1,-6,-0.4
Cc1ccc(S(=O)(=O)NCC[C@@]2(C)C3CCC2(C)C(=O)C3)cc1 (some centres not stated),-2,-2,-0.1,1.6,-1,-1.6,-1.7,-0.3,2,0,-1.8
Cc1n[nH]c(=O)c2c(NC(=O)CSc3ccc(Br)cc3)oc(C)c12,-7,1,-0.8,1.7,1,0.9,-1.3,-1.1,0,4,-0.6
Cc1ccc2cc(-c3noc(C4CCCO4)n3)c(=O)[nH]c2c1 (configuration not stated),-1,-33,10,3.3,-120,1.7,0.8,1.1,-29,-475,-0.1
CN=C1SC(CC(=O)Nc2sc3c(c2C#N)CCCC3)C(=O)N1C (configuration not stated),-3,6,-1.0,-2.7,6,0.7,-0.9,0.5,5,3,-1.6
COC(=O)CC1(CC(N)=O)SCCS1,2,0,-0.7,-0.3,-2,1.1,-2.2,-1.4,1,-9,-0.8
CC(C)n1nc(C(=O)NNC(=O)c2ccc(OC(F)F)cc2)c2ccccc2c1=O,-4,-2,-0.9,0.7,-1,-0.5,-0.3,-1.1,-4,-3,-0.9
COc1cc(/C=N/NC(=O)c2ccncc2)ccc1OC(C)=O,0,3,1.3,-1.1,0,0.1,1.5,-0.5,2,-4,-1.5
N=c1c(C(=O)NC2CCCC2)cc2c(=O)n3ccccc3nc2n1C1CCCCC1,7,-263,-1.9,-0.8,-324,1.7,-0.3,0.0,-163,i,-0.6
CCOC(=O)CN(C)C(=O)CCc1nnc(-c2ccc(-c3ccccc3)cc2)o1,-6,-4,-3.6,-3.7,0,-0.5,-2.7,-0.7,-1,-3,-2.3
CCN(CC)C(=O)CC[C@H]1CC[C@]2(CCCN(c3ccccc3)C2)O1,12,-9,2.1,/,-6,/,-0.3,-1.5,-5,-27,-0.6
O=C(COC(=O)CCc1ccc(S(=O)(=O)N2CCOCC2)cc1)NC1CCCCCC1,12,-3,0.6,0.4,3,-1.2,-1.4,0.3,-2,-1,-1.7
CN(C)CCOCCOc1ccccc1-c1ccccc1,1,4,-0.9,-0.6,-3,2.8,-1.1,0.1,1,1,-1.1
CC(OC(=O)c1cccc(-n2cnnn2)c1)C(=O)NCc1ccccc1 (configuration not stated),2,-7,0.3,0.5,-5,0.7,1.1,2.1,3,-7,-1.3
C=CCn1c(N)cc(=O)nc1SCC(=O)N1CCN(c2ccc(F)cc2)CC1,-3,3,-0.3,1.2,-1,1.2,-0.8,0.4,0,-2,-1.4
CC(C)CC(c1nnnn1CC1CCCO1)N1CCN(Cc2ccc3c(c2)OCO3)CC1 (configuration not stated),-3,3,0.3,0.3,3,-1.3,4.5,-0.1,2,0,-0.7
CCn1c(SCC(=O)c2c(N)n(C3CC3)c(=O)[nH]c2=O)nnc1-c1ccoc1C,11,-7,-1.6,0.0,-10,0.3,-1.0,0.3,4,-23,-0.5
CC(C)(C)c1ccc(C(=O)Nc2ncn[nH]2)cc1,-15,-3,14*,4.1,-3,0.7,3.9,2.4,1,2,-0.4
O=C(NNC(=S)NC1CCCCC1)c1cccc(S(=O)(=O)Nc2ccccc2Cl)c1,-33,-2,2.2,1.0,5,0.6,-0.9,-0.6,1,15,-1.6
C/C(CC(=O)Nc1ccc(C)c(Cl)c1)=N\NC(=O)c1ccco1,-19,-3,12*,5.8,-4,2.6,3.4,2.3,1,-5,1.0*
CC(=O)Nc1cc(-c2cccc(C(=O)N(C)C)c2)cn2c(-c3ccc(F)cc3)cnc12,1,-59,3.2,-1.8,-15,/,-0.2,-0.2,-43,-70,-0.9

# Full records, looked up by structure. Values in the order: sPLA2-III inh, PLC-beta3 inh, hgDAF-12 ag, FXN GAA850 act, ADAM17 inh, DAX1 inh-1, hcDAF-12 act, DAX1 inh-2, PLCg1 inh, ADAM10 inh, ssDAF12 agonist
# `CC(OC(=O)c1cccc(-n2cnnn2)c1)C(=O)NCc1ccccc1` (configuration not stated) as listed: 2, -7, 0.3, 0.5, -5, 0.7, 1.1, 2.1, 3, -7, -1.3
# `O=C(COC(=O)CCc1ccc(S(=O)(=O)N2CCOCC2)cc1)NC1CCCCCC1` as listed: 12, -3, 0.6, 0.4, 3, -1.2, -1.4, 0.3, -2, -1, -1.7
# `CC(C)n1nc(C(=O)NNC(=O)c2ccc(OC(F)F)cc2)c2ccccc2c1=O` as listed: -4, -2, -0.9, 0.7, -1, -0.5, -0.3, -1.1, -4, -3, -0.9
# `CCOC(=O)CN(C)C(=O)CCc1nnc(-c2ccc(-c3ccccc3)cc2)o1` as listed: -6, -4, -3.6, -3.7, 0, -0.5, -2.7, -0.7, -1, -3, -2.3
# `Cc1cc(N2CCN(CC(C)(C)O)C[C@H]2C)ccc1N1CCN(Cc2ccccc2)[C@H](C)C1` as listed: 11, -11, 0.6, /, -9, /, -2.8, -1.6, -6, -18, -0.3
